# Pf Dd2 inh – blocks in vitro growth of P. falciparum Dd2 | P. falciparum Dd2 growth, SYBR Green, 72 h | Potency, µM (highest dose often 28.9 µM), for the others: top-dose activity, negative = inhibition, hits mostly inhibitors | 120,000 compounds, 4.3% hits | AID 1347417; active means well fitted inhibition curve with a large enough effect; inconclusive means small, poorly fitted or top-dose-only effect; inactive means no such curve, though single readings can be large or run the other way;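 further: plate controls were DMSO vehicle for no effect and reference drug for full effect; nearly all actives have a fitted effect of over 65% in size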
#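 Readout: SYBR Green fluorescence, 485 nm excitation, 535 nm emission, after ~16 h lysis at 37C. Before that, Dd2-infected red cells (2.5% hematocrit) grew 72 h with compound, 29 uM top final concentration.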
# Numbers without * were called inactive; i = inactive; ? = inconclusive; [ ] = dose if it differs, or a comment. Potency means the concentration at half of the fitted maximal effect. An excerpt; the hit share may differ from the screen's.
SMILES,Pf Dd2 inh
Cc1cccc(C(=O)N2C[C@@H](Oc3cccnc3)C[C@H]2C(=O)N2CCCC2)c1,-18%
O=C1CC2(CCN(CC3CC3)CC2)Oc2ccccc21,i
CCN(C(=O)C1CCCN(S(=O)(=O)c2c(C)noc2/C=C/N(C)C)C1)c1cccc(C)c1 (stereo unspecified),?
COCc1cn(C[C@H]2CC3CCN2C[C@@H]3C(=O)NCc2ccc3c(c2)OCO3)nn1 (stereo partly specified),i
CC(C)NC(=O)N[C@H]1C[C@H]2C(=O)NC[C@@H](CCC(=O)N3CCN(c4ccccn4)CC3)N2C1,6%
CCCCN(CC)C(=O)C1CCCN(c2ncnc3c2nc2n3CCCCC2)C1 (stereo unspecified),-1%
Cc1ccc2oc(C(=O)Nc3ccc(S(=O)(=O)N4CCCCCC4)cc3)cc(=O)c2c1,6%
Fc1ccc(Cc2noc(-c3ccc(NCCCn4ccnc4)nc3)n2)cc1,-13%
O=C(CSc1ccc(-c2cccs2)nn1)Nc1cccc(F)c1,-21%
N#Cc1ccc(CN2CCCCCCNC(=O)[C@@H]3C[C@@H](C(=O)N4CCc5ccccc5C4)C[C@@H]32)cc1,2.8µM*
COc1ccc2[nH]c3c(c2c1)CCN(C)C31CCN(C(=O)c2ccc(OC)nc2)CC1,i
Cc1cccc(=O)n1CCC(=O)N1CCCn2nc(CO)cc2C1,-9%
COc1cc(NC(=O)N2CC(c3nnc(C(C)C)o3)C3(CCOCC3)C2)cc(OC)c1 (stereo unspecified),24%
CC(=O)N1CC(CO)C2(CCN(C(=O)c3cccc(C#N)c3)CC2)C1 (stereo unspecified),13%
COc1ccc(CNC(=O)C(=O)NCC(c2cccnc2)N2CCN(c3ccccc3)CC2)cc1 (stereo unspecified),?
CCOc1ccc(-c2csc(/C(C#N)=C/c3ccc(Br)cc3)n2)cc1,7%
CCc1cnc(-c2ccccc2)[nH]1,?
CCc1ccc(NC(=O)CSc2ccnc(=O)[nH]2)cc1,i
COc1ccccc1N1CCCc2ncc(C(=O)Nc3cccc(C(F)(F)F)c3)cc21,?
Cn1c(=NC(=O)c2ccc3c(c2)OCCO3)sc2cc(S(C)(=O)=O)ccc21,64%[activator]
CCN1CCN(C(=O)C23CCCC=C2N(C2CCCC2)C(=O)CC3)CC1 (stereo unspecified),i
O=C1[C@H]2CC[C@H](CN(Cc3ccc(-n4ccnc4)cc3)C2)N1CC1CCC1,?
CC(C)C[C@@H]1N[C@H](C(=O)N2CCC(O)(c3ccccc3)CC2)Cc2cn(C)c3cccc1c23,-24%
Cc1ccc(CNCc2c(C(=O)O)n(Cc3ccc(C)cc3)c3cc(C)ccc23)cc1,-13%
COc1cccc(C(=O)N2C(C(=O)NCc3ccccc3)COC23CCN(C(=O)CC(C)C)CC3)c1 (stereo unspecified),?
CCC(C)NC(=O)c1sc2nc(C)c(C(=O)Nc3ccc(C)cc3C)c(-c3ccc(Br)cc3)c2c1N (stereo unspecified),?
COc1ccc(OC)c(NC(=O)N2CCC(OC3CCN(S(C)(=O)=O)CC3)CC2)c1,-2%
COc1cccc(N2C(=O)NC(=NC3CCCC3)C23CCCN(Cc2ccc(F)cc2)C3)c1 (stereo unspecified),?
COc1cc(NC(=O)CCS(=O)(=O)c2nc(-c3ccc4c(c3)OCO4)cc(C(F)(F)F)n2)cc(OC)c1OC,i
COCC(=O)N[C@@H]1CN(Cc2ccc(Br)o2)C[C@H]1CO,26%
COc1ccccc1C(=O)NC1CCN(c2ccccc2)C1=O (stereo unspecified),-23%
CC(C)NC(=O)C1CCc2nnc(CNC(=O)Nc3cccnc3)n21 (stereo unspecified),44%[activator]
CCc1c(C)sc2c1CCN(C(=O)Nc1ccc(F)c(Cl)c1)C2c1ccc(F)cc1 (stereo unspecified),?
CC(C)N1C(=O)C2(CCCCC2)C1C(=O)NCc1nc2ccccc2n1C (stereo unspecified),0%
CCNC(=O)[C@@H]1C[C@H](NC(=O)Cc2ccccc2C)CN1C1CCCC1,-7%
O=C(O)CCCC(=O)N1Cc2ccccc2CC2(CCCCN2CC2CCOCC2)C1 (stereo unspecified),12%
CC(=O)Nc1ccc(OCC(=O)O)nc1,4%
Cc1cccc(OCC(=O)Nc2ccccc2C(=O)OCc2cc(=O)n3nc(C)sc3n2)c1,44%[activator]
CC(C)(C)OC(=O)N1CCC(c2c(C(=O)N3CCN(C(=O)c4ccco4)CC3)cnn2-c2cccc(F)c2)CC1,?
Cn1c(=O)c2sccc2n2c(CCC(=O)Nc3ccc(F)cc3)nnc12,?
O=C(Nc1nc2c(F)cc(F)cc2s1)c1ccc(S(=O)(=O)N2CCc3ccccc32)cc1,-14%
Cc1ccc2onc(CC(=O)N3CCN(c4cccc(Cl)c4)CC3)c2c1,?
Cc1oc2ccn(Cc3cccc(F)c3)c(=O)c2c1C(=O)NC(C)c1ccccn1 (stereo unspecified),?
Clc1ccccc1C1Cn2nnc(-c3noc(COc4ccccc4)n3)c2CO1 (stereo unspecified),-13%
CC(C)CCN1CCC2(CC1)OC(=O)N(Cc1ccc(O)cc1)C2(C)c1ccccc1 (stereo unspecified),?
O=C(c1cccnc1OC1CCN(S(=O)(=O)Cc2ccccc2)C1)N1CCOCC1 (stereo unspecified),-21%
COc1ccc(C2CC(=O)c3c([nH]c(C(=O)OCc4ccccc4)c3C)C2)cc1OC (stereo unspecified),-16%
CCN(CC)C(=O)CSc1nc2c(c(=O)n(C)c(=O)n2C)n1Cc1ccccc1,-19%
CCN1CC(c2ccccc2)CC2(CCN(C(=O)c3cnccn3)CC2)C1 (stereo unspecified),-21%
CCC(C)NC(=O)C(C)N1C(=O)COc2ccc(C(=O)COc3ccc(OC)cc3)cc21 (stereo unspecified),-28%
CC1CCN(c2cc3c(cc2F)c(=O)c(S(=O)(=O)c2cccc(Cl)c2)cn3Cc2ccccc2)CC1,?
Cc1ccccc1-c1nc(CN2C(=O)CN=C(c3ccccc3)c3ccccc32)c(C)o1,?
CCN1c2ccccc2-c2nc(SCC(=O)Nc3cc(OC)cc(OC)c3)ncc2S1(=O)=O,15%
CCc1ccc(NCc2cc3cc(OC)c(OC)cc3n(CC(=O)Nc3cc(C)ccc3C)c2=O)cc1,?
O=C(O)CCC(=O)N1Cc2ccccc2CC2(CCCN(Cc3ccccc3)C2)C1 (stereo unspecified),?
O=C1CCc2cc(NC(=O)c3cccc(C(F)(F)F)c3)ccc2N1,-5%
COc1ccc(OC)c(CNC(=O)c2ccccc2NC(=O)c2nsc3ccccc23)c1,?
Cc1ccc(CNC(=O)c2ccc(Nc3nc4ccccc4n4nnnc34)cc2)cc1,-3%
CN(C)c1ccc(CN2CCCC3(CC(c4cccc(C(F)(F)F)c4)=NO3)C2)cc1 (stereo unspecified),7%
CN1C[C@H](O)C[C@H]1c1nnc2n1CCN(C(=O)CCCc1ccccc1)CC2,-4%

# The listing continues.
SMILES,Pf Dd2 inh
Cc1cccc(NC(=O)Cn2c(=O)n(CC3CCC(C(=O)NCCc4ccccc4)CC3)c(=O)c3ccccc32)c1C (stereo unspecified),i
CCCCN(CCCC)CCNC(=O)c1cn(C)c2ccc(S(=O)(=O)N3CCOCC3)cc2c1=O,110%[activator]
O=C(c1ccc(F)c(F)c1)N1CCC(n2cc(-c3nc(-c4ccccc4)no3)nn2)CC1,-2%
Cn1c(Cn2cccn2)nnc1C1CCCN(C(=O)c2cccc(F)c2)C1 (stereo unspecified),6%
O=C(c1cn(CCOc2ccc(Cl)cc2)c2ccccc12)C1CCCCC1,?
Cc1ccc(-n2nc3n(c2=O)CCN(C(=O)c2ccccc2C)C3)cc1,-12%[44.1 µM]
Cc1ccsc1C(=O)N1CCC2(CC1)N=C(c1ccc(Cl)cc1)NO2,?
COc1ccc(C(=O)N2CCC(N3C(=O)C(O)C34CCCCC4)CC2)c(OC)n1 (stereo unspecified),-1%
CN1C(=O)CCCCC1C(=O)N1CCOCC1 (stereo unspecified),-13%
COCC(=O)Nc1nc2c(s1)C[C@@H]1[C@](C)(CO)[C@H](O)CC[C@@]1(C)[C@@H]2CC(=O)NCc1ccc(OC)cc1,?
Cc1ccn2c(Nc3ccc4c(c3)OCO4)c(-c3ccco3)nc2c1,?
COCCNC(=O)[C@H]1C[C@H](Oc2ccccc2)CN1C(=O)NCC(C)C,33%
Cc1cc(C(F)(F)F)nn1CC(=O)N1CCc2nn(CC3CC3)c(=O)n2CC1,6%
NC(=O)c1cccc(CC2CCN(C(=O)c3ccnc(-n4cnnc4)c3)C2)c1 (stereo unspecified),-2%
O=C1CN(Cc2cc3cc4c(cc3[nH]c2=O)OCO4)CCCN1,-6%
Cc1cccc(-c2nocc2CCC(=O)NC(C)c2ccc(F)cc2)c1 (stereo unspecified),i
Cn1nccc1C(=O)N1CCC2(CC1)OCCN(Cc1ccccc1F)C2=O,-8%[44.1 µM]
COCC1CN(C)CC12CCN(C(=O)Cc1ccc(OC)c(Cl)c1)CC2 (stereo unspecified),i
Cn1ccnc1CN1CCN(Cc2ccc3cccc(Cl)c3n2)CC1,-18%
O=C(Nc1ccc(Cl)c(-c2nc3ccccc3o2)c1)c1cccc2c(Cl)cccc12,6%
CCOC(=O)N1CCN(C(=O)C(c2ccccc2C)N(C)C)CC1 (stereo unspecified),-10%
O=C(NCc1ccccc1)C(=O)NCC(c1cccs1)S(=O)(=O)c1ccccc1 (stereo unspecified),-15%
COCC1CN(C2CCC2)CC12CCN(C(=O)NCCc1ccccc1)CC2 (stereo unspecified),?
Cc1ccc(CNC[C@H]2Cn3cc(-c4ccccc4)nc3CO2)cc1,8%[44.1 µM]

# Overlap with the part before: two entries, followed by the next part.
SMILES,Pf Dd2 inh
COCC1CN(C2CCC2)CC12CCN(C(=O)NCCc1ccccc1)CC2 (stereo unspecified),?
Cc1ccc(CNC[C@H]2Cn3cc(-c4ccccc4)nc3CO2)cc1,8%[44.1 µM]
O=C(NCCC1CCN(C(=O)Nc2cc(F)ccc2F)CC1)C1CC1,5%
COc1ccc(CN(Cc2ccco2)c2cnc(S(C)(=O)=O)nc2C(=O)Nc2ccc(C)c(Cl)c2)cc1,10µM*
COCCn1cnnc1C(C)Nc1nc(-c2cccnc2)nc2c1CNC2 (stereo unspecified),-25%
O=C(c1ccc(N2CCOCC2)nc1)N1CCC(Cn2cccn2)CC1,12%
CCC(=O)Nc1cccc(OCc2cc(=O)n3cc(C)ccc3n2)c1,?
O=C1CC(c2ccccc2)N(Cc2ccncc2)CCCN(C(=O)c2ccsc2)CCN1 (stereo unspecified),5.6µM*
Cc1nncn1C1CCN(S(=O)(=O)c2ccccc2)CC1,?
O=C(CN1C(=O)COc2ccc(C(=O)COc3cccc(F)c3)cc21)NCc1ccco1,-17%
N#Cc1ccc(CN2CCN(c3ccc(Cl)nn3)C(=O)C2)cc1,-16%[44.1 µM]
COc1ccc(CCNC(=O)CCc2c(C)nc3cc(-c4ccc(Cl)cc4)nn3c2C)c(OC)c1,?
Cc1ccccc1CNC(=O)CCSCc1cnn(-c2ccccc2)c1-n1cccc1,4%
Cc1ccccc1-c1cc(C(=O)NCC[S+](C)(=O)[O-])c2c(c1)N(C)CCO2,i
Cc1ccc(NC(=O)Cn2c(N3CCc4ccccc4C3)nc(C)cc2=O)c(Cl)c1,i
Cc1cccc(C(=O)N2CCC3(CC2)CC(c2ccccc2)C(=O)N3)c1 (stereo unspecified),-9%
Cc1c(Cl)cccc1NC(=O)c1ccc2c(c1)N(S(C)(=O)=O)CC2,-5%
O=C(N[C@@H]1CCN(C(=O)CCc2cccc(Cl)c2)C[C@H]1O)c1cnccn1,-21%
COc1ccc(OC)c(-c2cc(Cl)c3c(c2)CC(CNC(=O)c2c(F)cccc2F)O3)c1 (stereo unspecified),6%
CCc1ccc(NC(=O)N2CCC(n3cnnc3C3CC3)C2)cc1 (stereo unspecified),-13%
COc1ccc(NC(C)=O)cc1NC(=O)C1(c2cccs2)CCOCC1,17%
COc1ccc(CN2C(=O)[C@@H]3C[C@@H](CN3Cc3ccccc3)Oc3ccccc32)cc1,-51%[44.1 µM]
Cc1ccc(CN2CCc3nc(N4CCN(C)CC4)[nH]c(=O)c3CC2)cc1C,0%[5.79 µM]

# Reformatted: 15 of the compounds above.
smiles	Pf Dd2 inh
O=C(c1ccc(N2CCOCC2)nc1)N1CCC(Cn2cccn2)CC1	12%
CCC(=O)Nc1cccc(OCc2cc(=O)n3cc(C)ccc3n2)c1	?
O=C1CC(c2ccccc2)N(Cc2ccncc2)CCCN(C(=O)c2ccsc2)CCN1 (stereo unspecified)	5.6µM*
Cc1nncn1C1CCN(S(=O)(=O)c2ccccc2)CC1	?
O=C(CN1C(=O)COc2ccc(C(=O)COc3cccc(F)c3)cc21)NCc1ccco1	-17%
N#Cc1ccc(CN2CCN(c3ccc(Cl)nn3)C(=O)C2)cc1	-16%[44.1 µM]
COc1ccc(CCNC(=O)CCc2c(C)nc3cc(-c4ccc(Cl)cc4)nn3c2C)c(OC)c1	?
Cc1ccccc1CNC(=O)CCSCc1cnn(-c2ccccc2)c1-n1cccc1	4%
Cc1ccccc1-c1cc(C(=O)NCC[S+](C)(=O)[O-])c2c(c1)N(C)CCO2	i
Cc1ccc(NC(=O)Cn2c(N3CCc4ccccc4C3)nc(C)cc2=O)c(Cl)c1	i
Cc1cccc(C(=O)N2CCC3(CC2)CC(c2ccccc2)C(=O)N3)c1 (stereo unspecified)	-9%
Cc1c(Cl)cccc1NC(=O)c1ccc2c(c1)N(S(C)(=O)=O)CC2	-5%
O=C(N[C@@H]1CCN(C(=O)CCc2cccc(Cl)c2)C[C@H]1O)c1cnccn1	-21%
COc1ccc(OC)c(-c2cc(Cl)c3c(c2)CC(CNC(=O)c2c(F)cccc2F)O3)c1 (stereo unspecified)	6%
CCc1ccc(NC(=O)N2CCC(n3cnnc3C3CC3)C2)cc1 (stereo unspecified)	-13%
